Screening results (PubChem)
SR-BI HDL uptake – inhibitors of mouse SR-BI mediated HDL lipid uptake. hit rate 0.96% among 320,000. inhibition, % at 12.5 µM. AID 488896. ldlA[mSR-BI] CHO cells, DiI-HDL uptake fluorescence, 3 h;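 active means mean replicate inhibition of at least 70% and a set share of replicates each scoring 70 or more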;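 further: 0% = median of neutral control wells and 100% = median of positive control wells; values of inactives mirror those of a sister screen read the other way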
PfHsp90 set2 – growth inhibition of yeast expressing Plasmodium Hsp90 | AID 504621 | S. cerevisiae expressing PfHsp90, BacTiter-Glo ATP, 48 h; yeast lacking PDR1 and PDR3 efflux regulators | inhibition, % at 9.4 µM | hit rate 0.32% among 310,000;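 active means every replicate shows inhibition above about 80%, whatever the replicate mean, limit read from the data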;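 further: 0% = DMSO neutral controls and 100% = 20 µM radicicol positive controls; yeast relying on Plasmodium falciparum Hsp90 in place of its own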
Rtt109 HAT inh – C. albicans Rtt109 histone acetyltransferase inhibition; Q5AAJ8; inhibition, % at 34.9 µM; hit rate 0.16% among 330,000; AID 540336; purified Rtt109/Vps75, ThioGlo CoA-SH fluorescence, 4 h;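 active means inhibition of at least 50% in every replicate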
CAL PDZ FP-1 – human CAL PDZ-peptide interaction inhibition; Q9HD26; purified CAL PDZ, TMR-peptide fluorescence polarization, 1 h; inhibition, % at 20 µM; hit rate 0.02% among 330,000; AID 504414;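 active means highest replicate inhibition of at least 40%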;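 further: plate controls were DMSO neutral control wells for no effect and unlabeled competitor peptide control wells for full effect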
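Read-out basis: mP drop reported as inhibition | Assay system: Tagged CAL PDZ protein CerCALP, purified | Benchmarks: Unlabelled peptide for full inhibition, DMSO wells as neutral | Schedule: 1 h incubation at room temperature before polarization reading | Buffer or medium: Sodium phosphate/NaCl buffer pH 7.4 with TCEP, IgG, Thesit | Doses: Single point, 20 µM | Measured by: Fluorescence polarization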
MITF TRPM1 HTS – increases MITF-driven TRPM1 promoter luciferase signal. SK-MEL-5 TRPM1-promoter luciferase, 24 h; % of positive control, neutral wells = 0. activation, % at 12.5 µM. AID 588334. hit rate 0.75% among 300,000;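 active means mean activation of at least 80% with every replicate also reaching 80%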;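 further: 0% = neutral control wells and 100% = parthenolide positive control wells; values of inactives mirror those of a sister screen read the other way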
NSD2 inh – inhibitors of human histone methyltransferase NSD2; O96028; inhibition, % at 12.5 µM; hit rate 0.54% among 310,000; AID 743445; NSD2 peptide methylation, AlphaScreen, 120 min; in the data active means inhibition above about 50%
Target sequence (O96028 whole entry, looked up): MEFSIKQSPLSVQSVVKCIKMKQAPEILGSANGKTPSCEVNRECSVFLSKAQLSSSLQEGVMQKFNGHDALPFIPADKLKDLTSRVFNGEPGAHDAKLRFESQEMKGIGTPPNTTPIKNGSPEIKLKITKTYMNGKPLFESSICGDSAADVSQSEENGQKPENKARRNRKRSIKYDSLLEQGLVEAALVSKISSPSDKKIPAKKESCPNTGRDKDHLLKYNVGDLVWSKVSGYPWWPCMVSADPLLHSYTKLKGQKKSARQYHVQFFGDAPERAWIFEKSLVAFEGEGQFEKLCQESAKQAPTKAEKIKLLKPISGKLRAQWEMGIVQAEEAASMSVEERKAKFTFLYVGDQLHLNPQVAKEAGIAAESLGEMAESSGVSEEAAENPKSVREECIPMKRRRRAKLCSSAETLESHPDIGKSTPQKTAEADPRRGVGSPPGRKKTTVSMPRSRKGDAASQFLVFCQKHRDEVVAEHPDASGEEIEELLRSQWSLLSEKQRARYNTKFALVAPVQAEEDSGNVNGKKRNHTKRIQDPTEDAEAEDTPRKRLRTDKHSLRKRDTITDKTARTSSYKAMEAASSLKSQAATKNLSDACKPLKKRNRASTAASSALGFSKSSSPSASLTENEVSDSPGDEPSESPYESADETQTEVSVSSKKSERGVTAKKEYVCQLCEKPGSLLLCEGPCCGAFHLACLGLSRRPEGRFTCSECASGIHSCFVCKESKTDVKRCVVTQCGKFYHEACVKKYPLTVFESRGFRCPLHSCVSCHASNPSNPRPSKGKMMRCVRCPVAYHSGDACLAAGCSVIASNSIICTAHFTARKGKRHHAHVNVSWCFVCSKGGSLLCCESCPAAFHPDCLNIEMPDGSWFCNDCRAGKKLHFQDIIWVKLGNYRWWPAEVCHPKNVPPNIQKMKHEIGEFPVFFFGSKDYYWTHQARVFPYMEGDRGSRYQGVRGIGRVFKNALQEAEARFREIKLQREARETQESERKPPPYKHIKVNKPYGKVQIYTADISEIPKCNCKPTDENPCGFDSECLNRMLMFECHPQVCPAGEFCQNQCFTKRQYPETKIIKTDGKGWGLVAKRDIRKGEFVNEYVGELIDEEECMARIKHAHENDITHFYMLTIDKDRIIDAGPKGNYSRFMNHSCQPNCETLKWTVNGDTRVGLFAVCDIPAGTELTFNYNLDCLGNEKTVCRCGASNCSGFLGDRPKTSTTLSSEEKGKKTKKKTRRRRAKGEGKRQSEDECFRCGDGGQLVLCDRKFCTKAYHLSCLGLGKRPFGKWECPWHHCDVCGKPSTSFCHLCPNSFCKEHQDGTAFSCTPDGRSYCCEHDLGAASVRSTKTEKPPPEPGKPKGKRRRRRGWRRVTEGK
PvdQ acylase – P. aeruginosa PvdQ acylase inhibition; hit rate 0.063% among 340,000; purified PvdQ acylase, fluorescence plate reader; inhibition, % at 10 µM; in the data active means inhibition above about 30%, passing the limit was not always enough;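 further: 0% = vehicle neutral wells and 100% = reference inhibitor wells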
dFosB act – enhances mouse delta FosB homodimer DNA binding; P13346; purified delta FosB, TAMRA-CDK5 oligo fluorescence polarization; percent of positive-control signal above neutral wells; activation, % at 25 µM; hit rate 0.99% among 340,000;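 active means mean activation above about 17%, with every replicate also reaching it, limit read from the data, passing the limit was not always enough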;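 further: fluorescence polarization rise as delta FosB binds a TAMRA Cdk5 AP-1 oligo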
CAL PDZ FP-2 – CAL PDZ (human) peptide binding inhibition | hit rate 0.92% among 300,000 | Q9HD26 | purified CAL PDZ, TMR-peptide fluorescence polarization, 1 h | inhibition, % at 24.9 µM | AID 602252;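 active means mean inhibition of at least 30% with at least half of replicates also reaching 30%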;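 further: 0% = DMSO neutral control and 100% = excess unlabeled competitor peptide PRC23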
SR-BI DiI-HDL act – enhances SR-BI lipid uptake from DiI-HDL | AID 504775 | activation, % at 12.5 µM | hit rate 0.096% among 320,000 | CHO ldlA[mSR-BI] cells, DiI-HDL uptake fluorescence, 3 h; 100 = double the neutral-control signal;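 active means mean replicate activation of at least 60% and every replicate at or above 60%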;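 further: 0% = median plate neutral-control signal and 100% = twice that signal; values of inactives mirror those of a sister screen read the other way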
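Assay system: LDL receptor-deficient CHO ldlA cells overexpressing murine SR-BI / Medium: BSA-supplemented, HEPES-buffered Ham's F12, pH 7.4 / Probe or stimulus: DiI-labelled HDL at 10 µg/mL final / Timing: compound with DiI-HDL co-incubation, 3 h at 37 °C / Technique: bottom-read cell fluorescence after medium removal, ex 550/em 595 nm / Measure: HDL uptake via cellular fluorescence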
* hit, by the source's call; nt = not tested or not shown.

SMILES	SR-BI HDL uptake	PfHsp90 set2	Rtt109 HAT inh	CAL PDZ FP-1	MITF TRPM1 HTS	NSD2 inh	PvdQ acylase	dFosB act	CAL PDZ FP-2	SR-BI DiI-HDL act
O=C1S/C(=C\c2cccs2)C(=O)N1c1ccc(O)cc1	nt	-11	-8	-0.4	98*	0	0	12	-5	nt
O=C(OCCCCN1C(=O)c2ccccc2C1=O)c1ccc(Br)o1	-5	nt	-2	-0.8	nt	-9	8	-5	-3	5
Cc1ccc(NC(=O)CN2CCC(C(=O)c3ccc(F)cc3)CC2)cc1	12	nt	-2	-0.4	nt	-1	-10	0	nt	-12
Cc1[nH]n(-c2ccccc2)c(=O)c1N=Nc1ccc(F)cc1	44	-88	-12	-2.0	15	nt	-8	-17	-1	-44
Cc1c(OCc2ccccc2)c(=O)ccn1Cc1ccc(F)cc1	19	-110	-10	-0.4	0	1	-12	1	-3	-19
COc1ccccc1Oc1coc2cc(O)ccc2c1=O	nt	3	-36	-2.4	-1	-1	10	-3	5	nt
CCc1ccccc1N1CC23C=CC(O2)C(C(=O)OCC(C)C)C3C1=O (stereo unspecified)	-26	21	-5	0.3	7	nt	-11	-6	nt	26
CCOc1ccc(N2C(=O)CC(N(Cc3ccco3)C(=O)CC)C2=O)cc1 (stereo unspecified)	6	-21	-3	-1.9	1	1	-8	-4	-2	-6
O=C(CSc1ccccc1)N1CCCC(N2CCN(c3ccccc3)CC2)C1 (stereo unspecified)	30	-16	2	-0.5	0	5	-7	5	4	-30
O=S(=O)(c1cccc2cccnc12)N1CCN(c2ccc(F)cc2)CC1	-13	14	-8	-0.3	-1	0	-11	-1	nt	13
COc1cccc(C(=O)Nc2nnc(-c3ccccc3)s2)c1OC	-29	-1	-2	-1.3	56	nt	-13	-6	-1	29
CC(C)OC(=O)c1cc2ccccc2oc1=O	-30	-13	-6	-1.9	10	-1	-8	7	-7	30
CCOC(=O)c1sc(NC(=S)NC(=O)c2ccc(OC)cc2)nc1C	21	-56	7	0.3	-1	-1	-11	-10	-4	-21
Cc1cc(C)cc(N(C(=O)CNC(=O)c2cccs2)C(C(=O)NC2CCCC2)c2cccnc2)c1 (stereo unspecified)	4	-1	0	-2.0	-6	-1	-13	-10	-3	-4
CC(=O)C1(C)N(O)C(C)(C)C(c2cccs2)=[N+]1[O-] (stereo unspecified)	12	3	2	0.6	0	-3	-2	0	-1	-12
O=c1cc(NCC2CCCO2)[nH]c(=O)n1-c1ccc(Cl)cc1 (stereo unspecified)	13	-2	-8	-1.1	-5	3	1	1	1	-13
CCCN(CCC)C(=O)C1CCN(c2cc(C)nc3c(-c4ccc(OC)c(OC)c4)c(C)nn23)CC1	59	21	-15	0.5	-18	nt	-12	-11	nt	-59
O=C(CN1CCCCC1)NNc1nc(-c2ccccc2)c2cc(Br)ccc2n1	-6	4	-1	-0.5	nt	-1	3	-6	0	6
CC1CCN(C(=O)c2cccc(S(=O)(=O)N3CCN(c4ccccc4)CC3)c2)CC1	-9	1	-13	1.3	-2	24	1	-4	nt	9
COc1ccc(C(=O)C2CCCN(C(=O)c3ccc(OC)o3)C2)c(C)c1 (stereo unspecified)	2	17	6	-0.4	-5	1	-13	-8	0	-2
CCCC#CCN1CCN(C23CC4CC(CC(C4)C2)C3)CC1	-8	13	-19	0.0	5	1	-13	-8	4	8
CS(=O)(=O)N(CC(=O)Nc1ccccc1Sc1ccccc1)c1ccc(F)cc1	3	-6	1	-0.5	-2	0	5	1	-2	-3
COc1cccc(CN2CCNC(=O)C2CC(=O)NCCc2ccccn2)c1 (stereo unspecified)	-2	5	5	-0.6	8	1	-8	-7	nt	2
COc1cc(C2N(c3cccc(Cl)c3)C(=O)C3CCCN32)cc(OC)c1OC (stereo unspecified)	5	3	0	-0.6	3	nt	7	-3	-5	-5
Cc1cc(C(F)F)n2ncc(C(=O)NC3CCCCCC3)c2n1	8	17	-19	-1.1	17	0	-4	8	15	-8
COc1ccc(OCCn2c(N)nc3ccccc32)cc1	-10	11	-8	-0.5	nt	2	-12	1	-5	10
COCCn1c(SCC(=O)NCc2ccccc2)nc2ccccc21	nt	-11	0	-0.1	nt	-10	7	0	9	nt
CCOC(=O)N1CCC(=NNC(=O)COc2ccc(C#N)cc2)CC1	-3	7	-2	-1.2	2	-2	-4	3	nt	3
Cc1cccnc1NC(=O)c1ccc(NS(=O)(=O)c2ccc3[nH]c(=O)[nH]c3c2)cc1	-6	nt	7	-0.1	4	-1	10	-2	-1	6
O=C(NCc1ccncc1)C1COc2ccccc2O1 (stereo unspecified)	-4	4	-1	-2.4	6	2	-6	5	3	4
CCCCn1c(N)c(N(CC(C)C)C(=O)CN(C)S(=O)(=O)c2ccc(NC(C)=O)cc2)c(=O)[nH]c1=O	-16	-14	-3	-2.5	1	-1	-11	5	-2	16
CCc1cc(=O)oc2cc(OCC(=O)OC)c(Cl)cc12	3	nt	6	-2.0	-8	1	-9	-10	-2	-3
O=C(CCCOc1ccccc1)N1CCN(S(=O)(=O)c2cccc(F)c2)CC1	-2	nt	-1	-1.9	2	-2	1	-4	-1	2
Cc1cccc(C)c1NC(=O)C(c1ccc(Cl)cc1Cl)N1CCCCC1 (stereo unspecified)	53	-2	-5	-0.1	3	-2	3	2	3	-53
COc1ccc(Cl)cc1N1C(=O)CC(Sc2ccccc2N)C1=O (stereo unspecified)	37	10	-11	-0.5	nt	0	-2	38*	nt	-37
O=S(=O)(NCCC1CC1(Cl)Cl)c1ccccc1 (stereo unspecified)	-2	-12	-2	-0.1	1	-1	-8	-6	-1	2
O=C(CN1CCCCCC1)Nc1cccc2c1OCO2	7	-10	-3	-2.3	3	nt	-6	-7	5	-7
Cc1ccc(-c2n[nH]c(=S)n2/N=C/c2cccs2)cc1	nt	-42	-4	-1.2	0	6	-3	0	-4	nt
COc1ccccc1C(=O)CN1C(=O)NC2(CCCc3ccccc32)C1=O (stereo unspecified)	12	28	5	-1.1	-1	19	20	-3	7	-12
Cc1ccc2[nH]cc(C(=O)CCl)c2c1	-7	-25	6	-0.3	-48	1	-12	-10	0	7
COc1cccc(NC(=O)CN(C)C(=O)c2ccc(OCc3ccccc3)c(OC)c2)c1	26	12	-2	-1.1	7	0	-24	-5	-2	-26
COC(=O)c1nnn(CC(=O)Nc2cccc(OC)c2)c1C(=O)OC	-27	2	8	-1.4	0	-1	-2	2	3	27
CC(=O)N(C)N(C)c1cc(C)nc(N)n1	2	-35	5	0.8	nt	-1	-12	-1	-3	-2
COc1ccccc1CNC(=O)/C=C/c1ccc(S(=O)(=O)N2CCOCC2)cc1	31	20	-10	-0.9	6	1	0	-9	nt	-31
CCOc1ccc(Cc2noc3c2C(=O)CC(C)(C)C3)cc1OCC	-2	nt	-3	-0.9	-16	-6	-5	-9	-1	2
CCCC[C@@H]1CCCO[C@@](C(=O)NCc2ccccn2)(C(F)(F)F)C1	-31	3	9	-1.2	-4	nt	9	-4	-6	31
CC(OC(=O)Cc1ccc(F)cc1)C(=O)NCc1ccc2c(c1)OCO2 (stereo unspecified)	-37	nt	-10	-2.0	0	0	-14	-2	-6	37
Cc1c(Cl)cccc1N1C(=O)CC(NNC(=O)c2cccnc2)C1=O (stereo unspecified)	16	1	-3	-0.2	6	1	-15	-9	-2	-16
COCCNC(=O)/C(C#N)=C/c1ccccc1Br	-11	-7	11	-1.5	-4	7	4	1	-1	11
CC(c1ccncn1)N(C)Cc1nc(-c2ccc(C(F)(F)F)cc2)no1 (stereo unspecified)	-11	10	nt	-1.7	-4	2	-9	-2	-4	11
CCCc1cc(-c2nc(N)ncc2-c2ccc3c(c2)OCCCO3)c(O)cc1OC	52	-67	-1	1.2	-11	5	-6	-17	-1	-52
COc1ccc(S(=O)(=O)N2CCCc3ccccc32)cc1OC	-4	-11	0	-1.7	-3	-3	-15	0	0	4
O=C(CN(Cc1cccs1)C(=O)CNS(=O)(=O)c1ccccc1)NCc1ccco1	-1	nt	-1	-1.0	-9	nt	-7	4	-2	1
Cc1ccc(N2C(=O)C3CC(c4ccccc4)=C4C5C=CC(C6C(=O)N(c7ccc(C)cc7C)C(=O)C56)C4C3C2=O)c(C)c1 (stereo unspecified)	52	1	nt	-2.2	nt	nt	3	-1	0	-52
COCCn1c(SCC#N)nnc1-c1ccc(OC)cc1	-13	8	nt	-2.1	-6	-2	0	1	-3	13
COc1cccc(/C=C/c2nc(C#N)c(NCC(C)C)o2)c1	46	-6	-11	-2.5	nt	-1	-57	-12	-8	-46
Cc1c(N2C(=O)C(=O)/C(=C(/O)c3ccc(Cl)cc3)C2c2ccccc2)c(=O)n(-c2ccccc2)n1C (stereo unspecified)	-30	12	7	-2.1	0	-1	-14	-5	-1	30
C[C@@H]1CN([C@H](C)CO)C(=O)c2cc(NC(=O)NC3CCCCC3)ccc2O[C@H]1CN(C)S(C)(=O)=O	5	3	-1	-1.2	5	nt	2	-2	-5	1
CCC(=O)Nc1nc2ccc([N+](=O)[O-])cc2s1	nt	-19	-5	-2.8	-17	-2	-12	3	-5	nt
O=C1CSC(c2cccnc2)N1Cc1cccnc1 (stereo unspecified)	-35	4	-6	-0.4	-3	1	-14	-4	nt	35

Structures listed so far that bear a hit mark in dFosB act.
smiles | SR-BI HDL uptake | Rtt109 HAT inh | CAL PDZ FP-1 | MITF TRPM1 HTS | NSD2 inh | PvdQ acylase | dFosB act | CAL PDZ FP-2 | SR-BI DiI-HDL act
COc1ccc(Cl)cc1N1C(=O)CC(Sc2ccccc2N)C1=O (stereo unspecified) | 37 | -11 | -0.5 | nt | 0 | -2 | 38* | nt | -37

Two of these compounds in a different format.
Values in the order: SR-BI HDL uptake, PfHsp90 set2, Rtt109 HAT inh, CAL PDZ FP-1, MITF TRPM1 HTS, NSD2 inh, PvdQ acylase, dFosB act, CAL PDZ FP-2, SR-BI DiI-HDL act
> Cc1cc(C)cc(N(C(=O)CNC(=O)c2cccs2)C(C(=O)NC2CCCC2)c2cccnc2)c1 (stereo unspecified)
 : 4, -1, 0, -2.0, -6, -1, -13, -10, -3, -4
> CC(=O)C1(C)N(O)C(C)(C)C(c2cccs2)=[N+]1[O-] (stereo unspecified)
 : 12, 3, 2, 0.6, 0, -3, -2, 0, -1, -12

The listing continues.
SMILES	SR-BI HDL uptake	PfHsp90 set2	Rtt109 HAT inh	CAL PDZ FP-1	MITF TRPM1 HTS	NSD2 inh	PvdQ acylase	dFosB act	CAL PDZ FP-2	SR-BI DiI-HDL act
COc1ccc(CNC(=O)c2cnc(C)cn2)cc1	-2	-11	-1	-4.2	10	-1	-21	-12	-4	2
CCN(CC(=O)Nc1c(F)cccc1F)C(=O)CSCc1c(C)noc1C	11	3	-14	0.0	-2	-1	-17	1	nt	-11
CCCOC(=O)c1ccc(NC(=O)C2C3CCC(C3)C2C(=O)O)cc1 (stereo unspecified)	-5	24	-4	-0.9	19	-1	0	6	1	5
Fc1cccc(Cl)c1CSc1nnc(CN2CCOCC2)n1-c1ccccc1	-13	3	-1	-0.9	-1	-4	-15	-7	-1	13
